E-sel TNF inh – E-selectin induction blockers in HUVEC – imaging, immunofluorescence, high content, primary screen; inhibition, % at 2 µM; actives 0.71% (n = 120,000); HUVEC TNFa-induced E-selectin immunofluorescence;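 active = inhibition above the batch mean plus 3 SD, and confirmed as a hit on visual image review, cut at about 43% in these data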;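 note: 0% = TNF-stimulated DMSO wells and 100% = unstimulated control wells; not every result past the cut was called active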
* = called active by the depositor. A portion of the library. The share of hits here may be higher or lower than overall.

E-sel TNF inh	structure
-23.6	Cc1cc(NC(=O)c2ccccc2[N+](=O)[O-])ccc1Br
5.2	C=CCN=C1NN=C(c2ccc3c(c2)OCCO3)CS1
-16.0	OCCC1CN(Cc2ccc(Oc3ncccn3)cc2)CCN1CCc1ccccc1 (stereo not drawn)
-7.4	Cc1ccc(C)c(SCC(=O)OC/C(O)=C(\C#N)c2nc3ccccc3[nH]2)c1
-17.4	O=C(c1ccccc1[N+](=O)[O-])N1CC2C3C=CC(C3)C2C1 (stereo not drawn)
99.9*	CC1C/C(=C/c2ccccn2)C(=O)/C(=C/c2ccccn2)C1 (stereo not drawn)
-7.3	Cc1ccc(/C=N/NC(=O)CNC(=O)c2ccc(S(=O)(=O)N(C)C)cc2)cc1
16.7	Cc1cc(C)cc(NC(=O)N2CCCC2C(=O)NCc2ccco2)c1 (stereo not drawn)
-13.2	Cn1c(N)c(C(=O)COC(=O)c2cccnc2Cl)c(=O)n(C)c1=O
-34.8	CC(=O)c1ccc(NC(=O)CSc2ccc3nnc(-c4cccnc4)n3n2)cc1

E-sel TNF inh	structure
1.1	COc1ccc(CCCC(=O)N/N=C\c2cccs2)cc1
13.2	CC(=O)c1ccc(Oc2cc(C(F)(F)F)cnc2C(N)=O)cc1
10.8	CN1CCN(NC(=S)Nc2ccccc2)CC1
2.8	Cc1ccc(-c2nn(-c3ccccc3)cc2C(=O)NN2CCN(C)CC2)cc1
15.8	CCC(Sc1nc2cc(OC)c(OC)cc2c(=O)n1CCc1ccc(OC)c(OC)c1)C(=O)NCCOC (stereo not drawn)
-12.1	O=C(NCCN1CCOCC1)c1cccnc1SCc1ccccc1Cl
-10.5	Cc1nn(CC2CC2)c(=O)n1-c1ccc(F)cc1
-4.2	O=c1c2ccccc2nc(-c2ccccc2Cl)n1O
-0.5	O=C1CCCN1CCCNS(=O)(=O)c1ccc(Br)cc1
-16.9	COc1ccc(Sc2nc(-c3ccccc3)ncc2OC)cc1

E-sel TNF inh	structure
8.5	Cc1ccc(Cl)cc1NC(=O)C(=O)N1CCCCC1
11.7	O=C(N/N=C/C(Cl)=C/c1ccccc1)c1ccco1
-38.2	CC(C)n1c(O)c(N=NC(=O)Cc2csc(N3CCOCC3)n2)c2ccccc21
-14.2	N#CCCn1cc(/C=N/NC(N)=S)c(-c2ccc(-c3ccccc3)cc2)n1
33.5	COc1ccc(NC(=O)CN(C)CC(=O)Nc2cccc(F)c2)cc1Cl
-0.1	Cc1ccc(/C=N/Nc2cn[nH]c(=O)n2)o1
-30.0	CC(C)N1CCN(Cc2ccc3c(c2)Cc2ccccc2-3)CC1CCO (stereo not drawn)
34.1	COc1ccc(C(=O)NC=C2C(=O)OC(C)(C)OC2=O)cc1
-27.7	c1csc(-c2nnc(N3CCOCC3)c3ccccc23)c1
1.3	Cc1nn(CC2CC2)c(=O)n1-c1cccc(Cl)c1

E-sel TNF inh	structure
-30.4	NS(=O)(=O)c1ccc(CCNCc2cccs2)cc1
-16.9	COc1ccc(Cl)cc1C(=O)NC(C)C
24.7	CCN1CCN(CCOc2ccccc2-c2ccccc2)CC1
0.5	COc1ccc(CC(=O)OCC(=O)NCc2ccccc2Cl)cc1
-15.6	Cc1ccc(C(=O)NCC(=O)OCC(=O)NCCc2ccccc2)s1
5.8	O=C(Nc1nc2ccc([N+](=O)[O-])cc2s1)c1ccco1
-7.0	O=C(c1c[nH]c(C(=O)N2CCN(Cc3ccccc3)CC2)c1)C1CCCCC1
-51.5	Cc1ccc(CNCCNCCO)s1
-7.5	Cc1ccnc(N=Cc2nc(-c3ccccc3Br)oc2O)c1
6.0	Oc1c(N=NC(=S)Nc2ccccc2F)c2ccccc2n1Cc1cccc(Cl)c1

E-sel TNF inh	structure
8.6	CC(O)CN1CC(O)=C(c2nc3ccccc3s2)C1=N (stereo not drawn)
-31.3	COc1ccc(-c2csc3ncn(CC(=O)N4CCOCC4)c(=O)c23)cc1
3.0	COc1cccc(-c2noc(C3CCCN(C(=O)CC(C)(C)C)C3)n2)c1 (stereo not drawn)
12.7	CN(Cc1ccccc1)c1ccc(N2C(=O)CCC2=O)cc1[N+](=O)[O-]
0.5	O=C(CSc1ccsc1[N+](=O)[O-])N1CCN(c2ccccn2)CC1
-40.6	Cc1nnc(NC(=O)c2c(-c3ccccc3Cl)noc2C)s1
-27.0	O=C(Cc1ccccc1)Nc1cccc(NC(=O)c2cccs2)c1
0.5	CCS(=O)(=O)N1CCC(C(=O)NCc2ccc3c(c2)OCO3)CC1
-6.7	O=S(=O)(c1cccc(F)c1)N1CCN(C(=S)NCc2ccccc2)CC1
4.7	CC(C)=C1SC(N2CCN(c3ccc(Cl)cc3)CC2)=NC1=O

E-sel TNF inh	structure
-27.9	N#Cc1cccc(S(=O)(=O)NCC(=O)OCC(=O)c2ccc[nH]2)c1
-63.4	O=C(N/N=C1\CCCCc2ccccc21)c1ccccn1
-8.8	O=C(Nc1ccc(N2CCN(C(=O)c3ccco3)CC2)cc1)c1ccccc1
-4.3	C=CCN(Cc1nc(-c2ccc(OC)c(OC)c2)oc1C)C1CCS(=O)(=O)C1 (stereo not drawn)
-55.5	CC(=O)Nc1ccc(OCC(=O)NCc2ccccc2)cc1
-15.1	Cn1cc(CN2CCCC(CO)C2)c(-c2ccc(Oc3ccccc3)cc2)n1 (stereo not drawn)
-15.7	CN(C)C(=O)c1nc2ccc(Cl)cn2c1CN1CCN(c2ncccn2)CC1
-23.8	Fc1ccc(N2Cc3ccsc3C=N2)cc1
-9.5	CN(CC(=O)Nc1ccc(Cl)c(C(F)(F)F)c1)Cc1cc(=O)n2ccsc2n1
10.1	CCCCNC(=O)c1ccc(-n2c(=S)[nH]c3ccccc3c2=O)cc1

E-sel TNF inh	structure
-23.2	Cc1noc(C)c1COc1ccc(CC(=O)NCc2ccccc2)cc1
-22.9	COC(=O)c1ccc(CN2CCN(CC=C(C)C)C(CCO)C2)cc1 (stereo not drawn)
1.7	CC(C)(C)c1ccc(-c2nnc(SCC(=O)NC3CCS(=O)(=O)C3)n2N)cc1 (stereo not drawn)
10.6	c1ccc(CN2CCOCCOCCOCCOCCOCCOCC2)cc1
2.3	Cc1nnsc1C(=O)NNC(=O)Nc1ccccc1
-1.4	Fc1ccc(-n2cc(CNCCc3ccncc3)c(-c3ccccc3Cl)n2)cc1
-36.9	O=C(CNC(=O)c1ccccc1Cl)OC1CCOC1=O (stereo not drawn)
28.2	O=C(CNS(=O)(=O)c1ccccc1)NNC(=O)C(Cl)Cl
15.4	CCN(CC)c1ncnc2c1cnn2Cc1ccc(Cl)cc1
-23.1	Nc1cccc(S(=O)(=O)Nc2ccccc2)c1

E-sel TNF inh	structure
9.4	CN(Cc1nc(Cc2cccc(F)c2)no1)CC1CCOCC1
-4.5	Cn1c(CO)cnc1SCC(=O)c1ccc(Br)cc1
-1.9	COc1ccc(CCNC(=O)Cn2c(=O)n(-c3ccc(F)cc3)c(=O)c3sccc32)cc1OC
4.1	CN(C)S(=O)(=O)c1ccc(Cl)c(NC(=O)CSc2nnnn2-c2ccc(O)cc2)c1
-3.2	CCOC(=O)c1ccc(NC(=S)NCCCN2CCCC2=O)cc1
-10.5	COC(=O)Nc1nc2ccc(Br)cc2s1
6.5	O=C(C1CCCN(Cc2nc(-c3ccc(Cl)cc3)no2)C1)N1CCOCC1 (stereo not drawn)
-21.2	COc1cc(C#N)ccc1OCC(=O)NCc1cccs1
-5.2	O=C1ON=C(c2ccc(Cl)cc2)/C1=C/c1ccc(O)cc1
-17.1	COc1cnc(SCCC(F)=C(F)F)[nH]c1=O

E-sel TNF inh	structure
-29.8	COc1ccc(CNC(=O)COC(=O)CCc2c[nH]c3ccccc23)cc1
-30.9	O=C(NCc1ccncc1)C(=O)Nc1ccc2c(c1)OCO2
-7.0	COC(=O)C1=C(C)NC(=S)NC1c1ccc(-c2ccccc2C(=O)OC)o1 (stereo not drawn)
-30.1	Cc1c(-n2c(SCC(=O)N(C)C3CCS(=O)(=O)C3)nc3ccccc3c2=O)c(=O)n(-c2ccccc2)n1C (stereo not drawn)
-7.5	COC(=O)c1ccc(NC(=O)COC(=O)c2nc3nccc(C)n3n2)cc1
2.2	CCCCc1nc2ccccc2c(=O)n1NC(=O)c1c(O)c2ccccc2n(C)c1=O
20.3	Cc1c(/C=N/O)c2ccccn2c1C=O
-4.2	COc1ccc([N+](=O)[O-])cc1NCc1cccc([N+](=O)[O-])c1
17.9	Cc1ccc(-n2c(-c3cnccn3)n[nH]c2=S)c(Br)c1
-45.0	CCN(CC)C(=O)Cn1cc(C(=O)C(=O)NCc2ccco2)c2ccccc21

E-sel TNF inh	structure
-11.0	CCOC(=O)c1ccc(NC(=O)CSCCC(=O)O)cc1
-35.2	c1cncc(CN=C2Nc3ccccc3CS2)c1
3.3	CN1CCN(Cc2cn[nH]c2-c2ccc(F)cc2F)[C@@H](c2ccccc2)C1
-14.9	Cc1ccc(S(=O)(=O)Nc2ccc(N3CCCCC3)cc2)cc1
14.8	CCn1c(=O)c([N+](=O)[O-])c(Cl)c2ccccc21
-34.6	O=C(NCCNC1CCC(c2ccccc2)CC1)c1ccc(F)cc1 (stereo not drawn)
-11.3	CNC(=O)c1ccc(-c2ccc(Cl)c(Cl)c2)s1
-16.2	CN(C)C(=O)C(NC(=O)c1ccccc1)=C(Cl)Cl
17.9	O=C(CCc1nc2ccccc2c(=O)[nH]1)NCc1ccccn1
-9.9	Cc1c(N/C=C/C(=O)C(F)(F)F)c(=O)n(-c2ccccc2)n1C

Of the compounds above, these contain a cyano group:
E-sel TNF inh	structure
-7.4	Cc1ccc(C)c(SCC(=O)OC/C(O)=C(\C#N)c2nc3ccccc3[nH]2)c1
-14.2	N#CCCn1cc(/C=N/NC(N)=S)c(-c2ccc(-c3ccccc3)cc2)n1
-27.9	N#Cc1cccc(S(=O)(=O)NCC(=O)OCC(=O)c2ccc[nH]2)c1
-21.2	COc1cc(C#N)ccc1OCC(=O)NCc1cccs1

Other results
E-sel TNF inh	structure
24.9	COc1ccc(CNC(=O)c2ccc(CS(=O)(=O)Cc3ccccc3F)o2)cc1
-8.3	C/C(=N\NC(N)=S)C1C2C3CC4C5CC(C42)C1C53 (stereo not drawn)
-9.9	COc1ccc(C)cc1NC(=O)CCN1CC(C)OC(C)C1 (stereo not drawn)
-30.1	O=C(Cn1cnc2ccccc2c1=O)NCc1cccs1
-43.0	COCCNC(=O)c1cnn2c(C(F)F)cc(-c3ccccc3)nc12
-8.9	O=C(NCc1ccc(F)cc1)C(=O)NCC(c1ccco1)N1CCOCC1 (stereo not drawn)
-17.5	N#CCC(=O)Nn1c(=S)[nH]c2ccccc2c1=O
-20.6	CC1CCN(S(=O)(=O)N2CCC(C(=O)NC3CCCC3)CC2)CC1
-22.1	Cc1ccccc1CN(C)CCc1ccccn1
19.9	Cc1ccccc1Cn1cnc2c(oc3ccccc32)c1=O

E-sel TNF inh	structure
11.0	COc1ccc(-c2cnnc(N/N=C/c3ccc(O)cc3)n2)cc1
-9.5	CN(Cc1ccccc1)C(=O)COC(=O)C1CCN(S(=O)(=O)c2cccs2)CC1
-3.7	COC(CNC(=O)c1cc(-c2ccncc2)nc2ccc(S(=O)(=O)N3CCOCC3)cc12)OC
11.3	Cc1[nH][nH]c(=O)c1N=Nc1ccccc1C#N
16.1	CC1(C)Cc2ccccc2C(NN=C2CCCC2)=N1
-37.8	OCC1(CCc2ccccc2)CCN(Cc2c(F)ccc(F)c2F)CC1
4.0	N#C/C(=C\c1ccc(C(=O)O)cc1)c1ccccn1
7.5	O=C(Cc1csc(Nc2nc(=S)[nH]c3ccccc23)n1)N1CCN(c2cccc(C(F)(F)F)c2)CC1
-17.9	CC(C)(C)NC(=O)CN(C(=O)C(=O)Nc1ccc2c(c1)OCCO2)C(C)(C)C
-12.9	Cc1ccsc1C(=O)OCC(=O)Nc1cccc(S(=O)(=O)NC2=NCCCCC2)c1

An excerpt from above in order of length of the SMILES, rising:
E-sel TNF inh	structure
4.0	N#C/C(=C\c1ccc(C(=O)O)cc1)c1ccccn1
-17.9	CC(C)(C)NC(=O)CN(C(=O)C(=O)Nc1ccc2c(c1)OCCO2)C(C)(C)C
7.5	O=C(Cc1csc(Nc2nc(=S)[nH]c3ccccc23)n1)N1CCN(c2cccc(C(F)(F)F)c2)CC1

Further results
E-sel TNF inh	structure
-3.7	C=C(C)CN1CCN(c2ccc(N3C(=O)CCCC3=O)cc2[N+](=O)[O-])CC1
-30.4	O=C(C1CCC(CNc2nc(=S)[nH]c3ccccc23)CC1)N1CCN(c2ccc(F)cc2)CC1 (stereo not drawn)
-10.8	CCOC(=O)Cc1csc(NC(=O)Cn2cnc3c2c(=O)n(C)c(=O)n3C)n1
-45.5	CN1CCN(CCCCOc2ccccc2C=O)CC1
1.3	O=[N+]([O-])c1cc2c(cc1Br)CCN2
2.5	O=C(COC(=O)CNC(=O)c1ccco1)Nc1ccccc1OC(F)F
0.6	CCCn1c(=O)c(C(=O)N/N=C/c2ccccc2F)c(O)c2ccccc21
11.8	CCCC(=O)Nc1cc(Cl)ccc1C
-14.3	O=C(O)CNC(=O)C12CC3CC(CC(Cl)(C3)C1)C2
14.5	CCOC(=O)C(=O)Nc1ccccc1C(=O)OCC

Among those listed so far, three have a COOH group.
E-sel TNF inh	structure
-11.0	CCOC(=O)c1ccc(NC(=O)CSCCC(=O)O)cc1
4.0	N#C/C(=C\c1ccc(C(=O)O)cc1)c1ccccn1
-14.3	O=C(O)CNC(=O)C12CC3CC(CC(Cl)(C3)C1)C2

(list continues)
E-sel TNF inh	structure
-1.6	Cc1ccc(/C=N/Nc2ccc3ccccc3n2)o1
-1.9	CCc1cc2c(C)ccc(C)c2nc1SCC(=O)Nc1c[nH]c(=O)[nH]c1=O
21.2	COc1ccccc1C(=O)Nc1sc(C(=O)N2CCCC2)c(C)c1C#N
-42.6	CC(Oc1ccccc1F)c1ccnc2nc(/N=C/N(C)C)nn12 (stereo not drawn)
-23.6	CCN(CC)C(=O)c1c(C)[nH]c(=S)c(C#N)c1-c1ccco1
-4.8	OCC1(CCc2ccccc2)CCN(Cc2cc(Cl)ccc2O)CC1
2.0	COc1ccc(C(OCC2CO2)c2ccc(OC)cc2)cc1 (stereo not drawn)
-13.0	CCOc1ccc(CN2CCN(Cc3nc4c(s3)CCCC4)CC2CCO)cc1 (stereo not drawn)
-49.3	COc1ccc(NC(=O)c2ccc3c(SCC(=O)O)c4c(nc3c2)CCCC4)cc1Cl
